# CD40 NFkB inh: CD40 pathway inhibition in BL2 cells; BL2 NF-kB luciferase reporter, CD40L-induced, 4 h; 83,000 tested, 0.94% active; AID 1053188; inhibition, % at 10 µM;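 active means mean inhibition of at least 50% with a set share of replicates also reaching that level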;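 further: 0% = neutral control wells and 100% = IKK inhibitor VII at 50 µM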
# Numbers without * were called inactive; [ ] = another dose, or the depositor's remark.
mol	CD40 NFkB inh
COC(=O)c1cc(NC(=O)COC(=O)CN2C(=O)C3CC=CCC3C2=O)cc(C(=O)OC)c1 (configuration not stated)	2
CCCC1Cc2c(sc(N)c2C#N)CO1 (configuration not stated)	7
CN(C(=O)c1cc2ccccc2o1)c1c(N)n(Cc2ccccc2)c(=O)[nH]c1=O	1
COc1ccc(-c2cc(C(=O)N3CCN(S(=O)(=O)c4ccccc4)CC3)[nH]n2)cc1	-9
CC(C)c1nnc(NC(=O)CCC(=O)NCc2cccs2)s1	13
CCOc1ccc(N2CC(NC(=O)c3cccc4ccccc34)CC2=O)cc1 (configuration not stated)	10
CC(=O)Nc1ccc(C(=O)OCC(=O)N2CCC(Cc3ccccc3)CC2)cc1	12
COc1ccc(-c2ccc3n(c2=O)C[C@@H]2[C@@H](CO)[C@H](C(=O)N(C)C)N(CC4CCOCC4)[C@H]32)cc1	13[25 µM]
CNC[C@@H]1OCc2cn(nn2)CCCC(=O)N([C@H](C)CO)C[C@@H]1C	-3[25 µM]
CC=Cc1ccc2n(c1=O)C[C@H]1[C@H](CO)[C@@H](C(=O)NCC)[C@@H]2N1Cc1nccs1 (mixture of isomers)	-3[25 µM]
O=C(c1ccncc1)N1CC[C@H]2[C@H](CO)Nc3ccc(Br)cc3[C@H]21	7[25 µM]
CC(=O)c1ccc(OCCCC(=O)Nc2nnc(C3CC3)s2)cc1	-6
C(C#CCN1CCOCC1)#CCN1CCOCC1	-3
CCN(CC)C(=O)c1cccc(NC(=O)CCc2nc3sc4c(c3c(=O)[nH]2)CCCC4)c1	-1
O=C(NC(c1ccccc1)c1cnccn1)C1CCN(CCCOc2ccccc2)CC1 (configuration not stated)	-2
Cc1ccc(C)c(OCCC(=O)Nc2cccc(S(=O)(=O)N3CCCC3)c2)c1	5
O=C(Nc1cccc(F)c1)N1C[C@@H]2[C@H](c3ccccc31)[C@H](CO)N2C(=O)c1cccnc1	-6
CN(Cc1nc2ccccc2c(=O)[nH]1)C(=O)c1ccc(S(=O)(=O)N(C)C)cc1	4
COC(=O)c1ccc(CN2CC(=O)N3[C@H](CO)[C@H](c4ccc(Br)cc4)[C@H]3C2)cc1	-6
COc1ccc(-n2c(CCC(=O)O)ccc2-c2ccccc2)cc1	7
Cc1ccc(N(CCC(=O)N2CCOCC2)S(=O)(=O)c2ccccc2)cc1	7
Cc1nc2c3cnn(-c4ccccc4)c3ncn2n1	-34
CC(=O)N1[C@@H]2c3ccc(-c4ccccc4F)c(=O)n3C[C@H]1[C@H](CO)[C@H]2C(=O)NC1CCC1	-14[25 µM]
CC(C)(C)C(=O)Cn1c(NCCCO)nc2ccccc21	1
O=C(CCC(=O)OCC(=O)c1ccccc1)Nc1cccc2cccnc12	-23
Cc1ccc(OC(=O)c2ccc3nc(C)sc3c2)cc1	23
COc1cccc(NC(=O)N(C)C[C@H]2OCc3ccccc3-c3ccccc3C(=O)N([C@@H](C)CO)C[C@@H]2C)c1	-6[25 µM]
CCC(=O)N1[C@H](CO)[C@@H](c2ccccc2)C12CN(C(=O)CN1CCOCC1)C2	-7[25 µM]
C[C@@H]1CN([C@@H](C)CO)C(=O)c2cc(NC(=O)Nc3cccc4ccccc34)ccc2O[C@H]1CN(C)S(=O)(=O)c1ccccc1	-10
O=C(Nc1ccc2c(c1)OCCO2)c1cnccn1	-13

# 3 structures out of the list, arranged by number of heavy atoms, lowest first.
mol	CD40 NFkB inh
Cc1ccc(OC(=O)c2ccc3nc(C)sc3c2)cc1	23
CC(=O)c1ccc(OCCCC(=O)Nc2nnc(C3CC3)s2)cc1	-6
CC(=O)Nc1ccc(C(=O)OCC(=O)N2CCC(Cc3ccccc3)CC2)cc1	12

# Continued.
mol	CD40 NFkB inh
COc1cccc(C#Cc2ccc3c(c2)O[C@H](CN(C)C(=O)CN2CCOCC2)[C@H](C)CN([C@H](C)CO)S3(=O)=O)c1	15[25 µM]
CCCC(C)NC(=O)COC(=O)c1cc(Br)c(Br)s1 (configuration not stated)	10
Cc1c(C(=O)N2CCCCCC2(C)C(=O)NCC(C)C)oc2ccccc12 (configuration not stated)	8
Cn1c(CNC(=O)c2ccccc2F)nnc1SCc1ccc(F)cc1	9
Cc1ccccc1NC(=S)N/N=C/C(C)c1ccccc1 (configuration not stated)	3
CN(C)C(=O)c1ccc(-c2ccc([C@@H]3[C@@H](CO)N4C(=O)CN(C(=O)CC5CC5)C[C@@H]34)cc2)cc1	-5[25 µM]
Cc1ccc(C)c(S(=O)(=O)N2CCN(C(=O)c3cnccn3)CC2)c1	2
Cc1ccc(S(=O)(=O)N2CCCCC2)cc1NC(=O)c1ccc(Br)o1	3
Nc1nc(SCC(=O)Nc2ccc(S(N)(=O)=O)cc2)n[nH]1	13
CCCN1[C@@H]2c3ccc(-c4ccccc4F)c(=O)n3C[C@H]1[C@H](CO)[C@H]2C(=O)NCCOC	-3[25 µM]
Cc1nnc(C)c2c(C)n(-c3cccc4cccnc34)c(C)c12	5
O=C(Cc1c[nH]c2ccccc12)N1CCN(S(=O)(=O)c2ccc(Cl)cc2)CC1	5
COCCN(C(=O)COC(=O)CSc1ccc(Cl)cc1)c1c(N)n(Cc2ccccc2)c(=O)[nH]c1=O	1
CCCN(CC(=O)Nc1cc(Cl)ccc1Cl)C(=O)c1ccccc1SCC(=O)N1CCCC1	8
CCN1CCN(C(=O)CN(c2ccccc2C)S(C)(=O)=O)CC1	0
O=C(Nc1nc2ccccc2[nH]1)c1cccs1	-34
Cc1ccc(C(=O)C(OC(=O)CN2C(=O)c3ccccc3C2=O)c2ccccc2)cc1C (configuration not stated)	1
O=C(NC1CCCc2ccccc21)c1cc(S(=O)(=O)N2CCOCC2)ccc1F (configuration not stated)	14
O=C(COc1ccc(F)cc1Br)NCC1(N2CCCCC2)CCCCC1	1
O=C(NCCc1csc(-c2cccnc2)n1)c1ccco1	11
O=C(NCc1cc(F)cc(F)c1)[C@@H]1[C@@H](CO)[C@@H]2Cn3c(cccc3=O)[C@H]1N2	4[25 µM]
CN(Cc1ccc(F)cc1)C(=O)c1cccc(NS(=O)(=O)c2ccccc2)c1	-17
C[C@H](CO)N1C[C@H](C)[C@@H](CN(C)CC2CCCCC2)OCc2cn(nn2)CCCC1=O	1[25 µM]
COCC(=O)Nc1ccc2c(c1)C(=O)N(C)[C@H]1CC[C@@H](CC(=O)NC3Cc4ccccc4C3)O[C@@H]1CO2	-2[25 µM]
CN(C)C(=O)c1ccc(-c2ccc([C@H]3[C@H](C#N)N(S(C)(=O)=O)[C@H]3CO)cc2)cc1	-2[25 µM]
COc1cccc(S(=O)(=O)Nc2ccc3c(c2)[C@H]2C[C@@H](CC(=O)NCc4ccccc4F)O[C@@H](CO)[C@H]2O3)c1	6[25 µM]
Cc1[nH]c2ccccc2c1/C=N/NC(=O)c1cccs1	-23
CCS(=O)(=O)Nc1ccc2c(c1)C(=O)N(C)[C@H]1CC[C@H](CC(=O)N3CCN(C)CC3)O[C@H]1CO2	-5[25 µM]
COCCNCCCCOc1ccc(Br)cc1C	1
Cc1ccc(C(=O)OCC(=O)NCCNC(=O)COC(=O)c2ccc(C)s2)s1	-2
CC(C(=O)c1ccccc1)C(O)c1ccccn1 (configuration not stated)	-10
CC(C)CCN(C(=O)C1CCCC1)c1c(N)n(Cc2ccccc2)c(=O)[nH]c1=O	-4
Cc1nn(CCOc2ccccc2Cl)c(C)c1[N+](=O)[O-]	-1
C[C@H](CO)N1C[C@H](C)[C@H](CN(C)CC2CC2)OCc2cnnn2CCCC1=O	-8
O=C(C[C@H]1CC[C@@H]2[C@H](COC[C@H](O)CN2Cc2nccs2)O1)N1CCC(Cc2ccccc2)CC1	11[25 µM]
Cc1cccc(S(=O)(=O)NC(=O)C2(C)CCN2C(=O)Cc2cc(F)ccc2F)c1 (configuration not stated)	2
CC(C)COc1ccc(C(=O)OCC(=O)N(C)CC(=O)Nc2ccc(F)cc2)cc1	11
Cc1ccc(/C=N/NC(=O)CNC(=O)c2ccc(C)c([N+](=O)[O-])c2)o1	-1
Cc1ccc(N(C)C(=O)N2CCN(S(=O)(=O)c3ccc4ccccc4c3)CC2)cc1	24
O=C(Nc1ccc(S(=O)(=O)NCCc2ccccc2)cc1)c1ccco1	1
CCN(CC)S(=O)(=O)c1cccc(C(=O)Nc2ccc(S(=O)(=O)NC3=NCCCCC3)cc2)c1	8
CC1CN(CCCn2c3ccccc3c3ccccc32)CC(C)N1 (configuration not stated)	-1[25 µM]
O=C(Cc1cn(-c2ccccc2)nc1-c1ccccc1)N1CCCCC1	-3
Cc1cccc(Nc2nnc(SCC(=O)NCC3CCCO3)s2)c1 (configuration not stated)	-29
COc1ccc(CC(=O)NCc2ccc3c(c2)cc(C)n3C)cc1OC	4
OC(CCN1CCCCC1)c1ccc(-c2ccccc2)cc1 (configuration not stated)	57*
Cc1cc(-c2ccccc2C(=O)Nc2ccccc2O)on1	5
c1ccc(-c2nccc(-c3ccc4c(c3)OCO4)n2)cc1	-88
CCNC(=O)C1(C)CCN1C(=O)CCc1cccc(Cl)c1 (configuration not stated)	3
CC(=O)N(C)c1ccc(NC(=O)Cc2cccs2)cc1	-1
O=C(C1CC(=O)N(c2ccc(F)cc2)C1)N1CCC(c2nc3ccccc3[nH]2)CC1 (configuration not stated)	-4
COc1ccc(-c2ccc3c(c2)[C@@H]2[C@@H](CCN2C(=O)Cc2ccccn2)[C@H](CO)N3C)cc1	-16[25 µM]
COC(=O)C1SCCN1S(=O)(=O)c1ccc(Cl)cc1 (configuration not stated)	2
Nc1cc(C(F)(F)F)cc2c1SCC(=O)N2	11
N=C(c1cccc([N+](=O)[O-])c1)N1CCCCCC1	1
C[C@@H]1CN([C@@H](C)CO)C(=O)c2ccccc2-c2ccccc2CO[C@@H]1CN(C)S(=O)(=O)Cc1ccccc1	0[25 µM]
[O-][n+]1ccccc1SC/C=C/c1ccccc1	-34
COc1cc2nc(C(C)(C)C)oc(=O)c2cc1OC	6
CNc1cc(Cl)nc(SC)n1	8
N#C[C@H]1[C@@H](c2ccccc2)[C@@H](CO)N1C(=O)Nc1cccc(F)c1	3[25 µM]

# Single values from the results shown:
# `COC(=O)C1SCCN1S(=O)(=O)c1ccc(Cl)cc1` (configuration not stated) in CD40 NFkB inh: 2
# `COc1ccc(CC(=O)NCc2ccc3c(c2)cc(C)n3C)cc1OC` in CD40 NFkB inh: 4

# CD40 NFkB inh, what is marked active above.
mol	CD40 NFkB inh
OC(CCN1CCCCC1)c1ccc(-c2ccccc2)cc1 (configuration not stated)	57*

# Reprinted at random: 5 records from the list
mol	CD40 NFkB inh
Cc1cccc(Nc2nnc(SCC(=O)NCC3CCCO3)s2)c1 (configuration not stated)	-29
N#C[C@H]1[C@@H](c2ccccc2)[C@@H](CO)N1C(=O)Nc1cccc(F)c1	3[25 µM]
O=C(C[C@H]1CC[C@@H]2[C@H](COC[C@H](O)CN2Cc2nccs2)O1)N1CCC(Cc2ccccc2)CC1	11[25 µM]
Cc1cccc(S(=O)(=O)NC(=O)C2(C)CCN2C(=O)Cc2cc(F)ccc2F)c1 (configuration not stated)	2
CC(C)CCN(C(=O)C1CCCC1)c1c(N)n(Cc2ccccc2)c(=O)[nH]c1=O	-4

# The listing continues.
compound,CD40 NFkB inh
O=c1c2ccccc2n(Cc2ccccc2F)c(=O)n1Cc1ccccc1F,22
CCOc1ccc(CCNC(=O)c2ccc(C)c(S(=O)(=O)N3CCOCC3)c2)cc1OCC,6
CCOC(=O)c1c(C)c(C(=O)NCCOC)c(C)n1CC,3
COC(=O)c1c(C)oc(C)c1S(=O)(=O)NC(c1ccccc1)c1ccccc1,19
CCOC(=O)CNc1ncc([N+](=O)[O-])cc1C#N,3
O=C(O)CCSCCC(=O)O,3
O=C(NCc1ccc(F)cc1)C1CCN(S(=O)(=O)N2CCOCC2)CC1,10
C[C@H](CO)N1C[C@H](C)[C@@H](CN(C)S(=O)(=O)c2ccccc2C#N)OCc2cnnn2CCCC1=O,-2[25 µM]
CC(C)(C)NC(=O)NC(=O)CSc1cccc(C(F)(F)F)c1,12
O=C(CN(c1ccccc1)S(=O)(=O)c1ccccc1[N+](=O)[O-])NN=C1CCCCCCC1,6
COc1ccc(-c2nc(NC(=O)CCNC(=O)c3ccco3)sc2C)cc1,7
CN(C)S(=O)(=O)N1CCN(c2ccccc2)CC1,5
COCCNC(=O)C[C@H]1CC[C@H]2[C@@H](COc3ccc(NC(=O)Nc4cccc(F)c4)cc3C(=O)N2C)O1,4[25 µM]
COc1nnc(-c2ccc(N3CCOCC3)c(NC(C)=O)c2)c2ccccc12,9
O=C(C[C@@H]1C=C[C@@H](NC(=O)Cc2cccnc2)[C@H](CO)O1)NCc1ccc2c(c1)OCO2,-5[25 µM]
CC(C)NC(=O)C1CCN(C2CCN(C(=O)c3cc4c(s3)CCCCC4)CC2)CC1,9
CN1c2ccc(-c3ccccc3)cc2[C@@H]2[C@@H](CCN2C(=O)c2cccc(F)c2)[C@@H]1CO,11
COC(=O)Nc1ccc([N+](=O)[O-])cc1OC,11
COc1ccc(OCC(=O)N2c3ccc(C)cc3C3CN(C)CCC32)cc1 (configuration not stated),-16
Cc1ccc(-c2ccc([C@H]3[C@H](CO)N4CCCCN(C(=O)Nc5cccc(F)c5)C[C@@H]34)cc2)cc1,23
CC(C)C(=O)Nc1cccc2nsnc12,6
COCCn1c(=O)[nH]c(=O)c2c(C(F)(F)F)cc(-c3cccs3)nc21,6
CSc1nc2c([nH]1)c(=S)n(C)c(=O)n2C,74*
Cc1noc(C)c1NC(=O)Nc1ccc2c(c1)C(=O)N(C)[C@H]1CC[C@H](CC(=O)Nc3ccc4c(c3)CCCC4)O[C@@H]1CO2,38[25 µM]
CC(C)[C@@H]1C/C=C\C[C@@H](c2ccc(F)cc2)NC(=O)[C@H](C)CC(=O)N1,-3[25 µM]
CC(C)N1CCC(N2CCN(C3CCCCC3)CC2CCO)CC1 (configuration not stated),5
O=C(NCc1nnnn1-c1ccc(Cl)cc1)C(=O)c1c[nH]c2ccccc12,6
O=C(Nc1cccc(OCC(=O)N2CCOCC2)c1)C1CCCCC1,6
CCCCn1c(N)c(N(CC(C)C)C(=O)c2cc(Cl)nc3ccccc23)c(=O)[nH]c1=O,3
CCc1cc2cc(C(=O)N3CCN(c4ccccc4)CC3)sc2s1,0

# Assay outcomes deposited in PubChem BioAssay by Broad Institute.

# An excerpt. The share of hits here may be higher or lower than overall.
